VLA-4 inh: inhibition in a human VLA-4 binding assay; VLA-4 expressing cells, ligand binding flow cytometry; inhibition, % (about 7 µM as worked out from the volumes in the protocol); AID 2557; hit rate 0.2% among 330,000; in the data active = inhibition above about 50%
MEX-5 binding: C. elegans MEX-5 TCR-2 RNA binding activity; MEX-5/FITC-TCR2 RNA binding, fluorescence polarization; hits give low values; activity score (negative = inhibition of binding), % at 10 µM; hit rate 0.38% among 300,000; AID 1832;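 active = inhibition past about -25% in most replicates, and total fluorescence under double the plate's negative control median, limit read from the data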;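 note: 0% = DMSO and -100% = 5 µM competing unlabeled TCR2 RNA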
GLD-1 RNA inh: GLD-1-TGE RNA interaction inhibition (C. elegans). Q17339. purified GLD-1 + fluorescein TGE RNA, fluorescence polarization. inhibition, % at 5.96 µM. hit rate 0.44% among 320,000;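 active = percent inhibition above a per-plate cutoff, the plate mean of test compounds plus 3 SD, cut at about 30% in these data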;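 note: 0% = DMSO wells with GLD-1 and probe and 100% = wells lacking GLD-1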
MCL1 BIM primary: disrupts human MCL1 binding to BIM-BH3 peptide | Q07820 | GST-MCL1 / FITC-Bim-BH3 fluorescence polarization | inhibition, % at 10.9 µM | hit rate 0.68% among 320,000 | AID 2057;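 active = inhibition above the mean inhibition of all tested compounds plus 3 SD, set per campaign, cut at about 40% in these data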;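 note: 0% = DMSO wells and 100% = unlabeled Bim-BH3 peptide control; higher means more loss of mP so more displacement of Bim peptide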
GRK2 aptamer HTS: inhibitors of human GRK2 displacing RNA aptamer; AID 488847; P25098; inhibition of aptamer binding, % at 10 µM; hit rate 0.59% among 330,000; bead flow cytometry, FAM-aptamer displacement from GRK2;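 active = inhibition of aptamer binding above 40%, roughly 3 SD of noise, on plates passing a quality check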;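 note: median bead fluorescence of bound FAM aptamer so fluorescent compounds give negative values; no value below 0 was filed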
Target sequence (P25098 whole entry, looked up): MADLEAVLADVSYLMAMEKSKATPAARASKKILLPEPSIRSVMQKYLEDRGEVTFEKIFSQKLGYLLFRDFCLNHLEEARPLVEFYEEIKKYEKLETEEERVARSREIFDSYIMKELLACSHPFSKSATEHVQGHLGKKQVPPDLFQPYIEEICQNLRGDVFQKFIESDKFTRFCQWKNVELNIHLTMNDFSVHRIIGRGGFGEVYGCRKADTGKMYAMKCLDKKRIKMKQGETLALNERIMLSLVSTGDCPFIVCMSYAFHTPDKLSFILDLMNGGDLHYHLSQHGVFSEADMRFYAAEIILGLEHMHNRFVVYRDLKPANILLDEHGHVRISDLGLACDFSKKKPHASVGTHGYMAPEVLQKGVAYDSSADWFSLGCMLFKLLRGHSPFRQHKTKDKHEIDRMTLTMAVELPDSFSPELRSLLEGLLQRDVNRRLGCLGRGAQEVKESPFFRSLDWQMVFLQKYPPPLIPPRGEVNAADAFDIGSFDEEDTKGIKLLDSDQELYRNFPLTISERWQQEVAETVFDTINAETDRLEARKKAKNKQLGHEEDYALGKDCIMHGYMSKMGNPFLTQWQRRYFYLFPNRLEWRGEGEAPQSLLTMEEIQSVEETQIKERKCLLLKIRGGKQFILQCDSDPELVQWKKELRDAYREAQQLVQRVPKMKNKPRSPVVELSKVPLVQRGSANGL
Fam108B counter: Fam108B inhibition, counter-screen for RBBP9 inhibitors; recombinant Fam108B, FP-Rh probe fluorescence polarization; inhibition, % at 9.51 µM; hit rate 0.33% among 300,000;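 active = inhibition above the screen mean inhibition plus 3 SD, computed separately per campaign, cut at about 18% in these data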;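 note: inhibitors lower polarization as less probe binds the enzyme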
Bcl-xL primary: Bcl-xL (human) inhibition; hit rate 0.7% among 320,000; GST-Bcl-xL / FITC-Bim BH3 peptide fluorescence polarization; inhibition, % at 10.9 µM; Q07817;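 active = inhibition above the mean of all tested compounds plus 3 SD, cutoff set per campaign, cut at about 30% in these data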;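 note: 0% = DMSO wells and 100% = unlabeled Bim-BH3 peptide competitor; inhibitors lower millipolarization by displacing the labeled peptide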
Target sequence (Q07817 whole entry, looked up): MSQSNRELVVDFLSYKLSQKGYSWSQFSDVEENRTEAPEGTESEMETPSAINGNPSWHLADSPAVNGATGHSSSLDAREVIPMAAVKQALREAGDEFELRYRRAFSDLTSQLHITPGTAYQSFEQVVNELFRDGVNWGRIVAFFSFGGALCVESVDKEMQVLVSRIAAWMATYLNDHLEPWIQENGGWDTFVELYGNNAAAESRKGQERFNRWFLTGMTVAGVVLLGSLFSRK
PME-1 inh: blocks human protein phosphatase methylesterase 1; Q9Y570; recombinant PME-1, FP-Rh probe fluorescence polarization; inhibition, % at 5.9 µM; hit rate 0.53% among 320,000;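 active = inhibition above the campaign mean of all compounds plus 3 SD, cut at about 26% in these data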;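 note: competitive labeling of PME-1 active site by serine hydrolase directed probe; 0% = PME-1 with DMSO and 100% = wells lacking PME-1 enzyme; inhibitors block probe labeling so polarization falls and inhibition rises; many of its hits are not listed in these tables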
Efflux pump mplx: inhibitors of Candida antifungal efflux pumps expressed in yeast; AID 485275; hit rate 0.44% among 330,000; inhibition, % at 10 µM; S. cerevisiae Candida pump triplex, Nile Red efflux;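 active = plate passing quality check with inhibition over a set limit, or well fluorescence over plate mean plus 4 SD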;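 note: Nile Red retained in pooled yeast measured as flow cytometry median fluorescence; 0% = buffer negative control and 100% = Enniatin B positive control; higher means more Nile Red kept so more efflux inhibition; some compounds called inactive have numbers as strong as hits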
The depositor's hits bear a star; · = no result given.

SMILES | VLA-4 inh | MEX-5 binding | GLD-1 RNA inh | MCL1 BIM primary | GRK2 aptamer HTS | Fam108B counter | Bcl-xL primary | PME-1 inh | Efflux pump mplx
CCOC(=O)C(=O)NCc1ccc(/C=C2/N=C(C)C(C(=O)OCC)=C2O)o1 | -20 | -8.6 | -1 | 16 | 0 | 1 | 15 | 3 | -0.1
O=C(COc1ccc(Br)cc1)NCCCNC(=O)c1cnccn1 | 18 | 0.6 | 5 | 3 | 3 | -1 | 5 | -2 | -0.2
Cc1ccc(NC(=O)/C(C#N)=C/c2cccs2)c(C)c1 | 5 | 0.2 | 5 | 3 | 1 | 4 | 6 | 1 | 0.0
CC1(C)Nc2ccccc2N(CC(=O)N2CCCCC2)C1=O | 3 | -4.4 | 2 | 2 | 1 | -2 | 1 | -5 | 0.1
Cc1nn(C)cc1CNC(=O)C1(C)CC1(Cl)Cl (stereo unspecified) | 19 | 0.8 | 7 | 4 | 1 | -4 | 2 | 1 | -0.2
CC(C)CC1NC(=O)N(CC(=O)N2CCCc3ccccc32)C1=O (stereo unspecified) | 0 | -2.8 | 2 | 6 | 1 | 1 | 4 | -1 | -0.4
COc1ccc2c(c1)C(C1=C(O)CC(C)(C)CC1=O)C1=C(CC(C)(C)CC1=O)O2 (stereo unspecified) | -1 | -2.6 | -2 | -9 | 6 | -4 | -5 | -1 | 0.4
COC(=O)C1Cc2c([nH]c3ccccc23)CN1 (stereo unspecified) | -4 | -3.1 | 8 | 5 | 0 | 0 | 9 | 2 | 0.4
CC(=O)O/C(=C\c1cn(C(C)=O)c2ccccc12)C(=O)O | · | -0.8 | -2 | 5 | 0 | 2 | 2 | 2 | 0.1
O=C(O)c1ccc(CSc2nnc(-c3cccnc3)n2-c2ccc(Br)cc2)cc1 | -17 | 1.7 | -2 | -6 | 0 | -2 | -7 | 2 | -0.2
CCOC(=O)CCc1c(C(=O)OCC)[nH]c(CC)c1C(=O)OCc1ccccc1 | 5 | 4.6 | 9 | 7 | 1 | 0 | 6 | -2 | -0.2
CCCCC(=O)NC(c1ccc(C(C)C)cc1)c1ccc2cccnc2c1O (stereo unspecified) | -2 | 0.1 | 9 | 14 | 2 | 2 | 7 | -8 | -0.1
COC(=O)c1ccc(C(=O)OC)c(=O)[nH]1 | 8 | -0.9 | -7 | -3 | 0 | 2 | 1 | 2 | 0.1
Cc1oncc1-c1csc(-c2ccccc2)n1 | 10 | -1.6 | 5 | 7 | 3 | -2 | 3 | -8 | 0.4
Cc1cc([N+](=O)[O-])nn1CCCC(=O)NC(C)c1ccccc1 (stereo unspecified) | 20 | 0.8 | 9 | 8 | 0 | -1 | 5 | -6 | -0.1
CCC(C)(C)n1nnnc1C(c1cc2cc(C)ccc2[nH]c1=O)N1CCCc2ccccc21 (stereo unspecified) | 9 | -0.4 | 4 | 10 | 0 | -3 | 8 | -2 | 0.5
Cc1nc2ccccn2c1C(=O)CSc1cccc(Cl)c1 | 0 | 1.4 | 4 | 3 | 3 | 5 | 4 | 6 | 0.1
COc1ccc(N2C(=O)CC(N3CCC(C(N)=O)CC3)C2=O)cc1 (stereo unspecified) | -8 | 2.6 | 3 | 8 | 3 | -8 | 5 | -7 | 0.2
CCOc1ccc2oc(C(=O)OCC(=O)N3CC(C)OC(C)C3)c(C)c2c1 (stereo unspecified) | 5 | · | 4 | 3 | 3 | · | -3 | -1 | 0.0
COc1ccc(S(=O)(=O)NN=C2CCCC2)cc1 | 8 | 1.7 | 5 | -8 | 2 | 1 | 3 | 2 | 0.3
O=c1c2cc3c(cc2[nH]c(=S)n1Cc1ccco1)OCO3 | -1 | 0.9 | 1 | -1 | 0 | 0 | 1 | 0 | -0.1
CCn1c(COc2ccc(Cl)cc2)nnc1SCc1nc2ccccc2[nH]1 | -7 | 5.8 | 3 | -10 | 2 | -7 | -16 | -3 | 0.3
O=C(CCCN1C(=O)/C(=C/c2cccc(Br)c2)SC1=S)NCCCN1CCOCC1 | -16 | 1.5 | 0 | 18 | 0 | -2 | 8 | 1 | 0.0
C=Cc1ccc(Cn2nc(-c3ccc(C)cc3)ccc2=O)cc1 | 2 | 2.0 | -1 | -3 | 4 | 3 | -2 | -7 | -0.1
CN1CCCN(Cc2nc(-c3ccc(Cl)cc3)no2)CC1 | 2 | 1.0 | 7 | 2 | 0 | 0 | 5 | 0 | 0.0
COc1ccccc1-n1cnc2cc(NCc3ccco3)ccc21 | -6 | -0.3 | -3 | 3 | 3 | 0 | 4 | 1 | -0.1
Cc1ccn2c(C(=O)N/N=C\c3ccccc3[N+](=O)[O-])c(C)nc2c1 | 27 | -3.0 | -4 | 3 | 0 | 5 | 2 | 1 | -0.1
CC(C)C[C@@H](C(=O)NC1CCN(Cc2ccccc2)CC1)N1C(=O)N2CCc3c([nH]c4ccccc34)[C@@]2(C)C1=O | -8 | 8.2 | 1 | -1 | 0 | 0 | -1 | 0 | 0.1
COc1ccc(CNc2ccc(C(=O)O)cc2)cc1 | 8 | -1.5 | -9 | 9 | 0 | -3 | 6 | 0 | -0.1
CN(CC(=O)NCc1ccccc1Cl)S(=O)(=O)c1cccs1 | -5 | -1.3 | -2 | 3 | 2 | 1 | 8 | -4 | -0.1
CC(=O)C(Cc1ccccc1)NC(=O)CN1CCN(Cc2ccccc2)CC1 (stereo unspecified) | 26 | 0.9 | 1 | -6 | 0 | -2 | -15 | -1 | 0.3
COc1ccc(N2CC(NS(=O)(=O)c3cccnc3)CC2=O)cc1OC (stereo unspecified) | 35 | 1.2 | -2 | 3 | 0 | 4 | 7 | 4 | 0.0
CCC(C)Oc1nc(C)cc(C)c1S(=O)(=O)c1ccccc1C (stereo unspecified) | 7 | 0.0 | -6 | -1 | 3 | 0 | 3 | 21 | 0.1
CN(C)C(=O)c1ccc(-c2n[nH]c(=O)c3ccccc23)cc1 | 18 | -1.6 | 4 | -1 | 0 | 1 | 6 | -3 | -0.1
COCc1cc(C)nc2sc(C(=O)Nc3ccc(OC)cc3)c(N)c12 | 9 | -0.2 | 3 | 3 | 2 | 6 | 4 | 7 | 0.0
CCOC(=O)C1=C(COC(=O)c2cccc(N(C)C)c2)NC(=O)NC1C (stereo unspecified) | 36 | 0.8 | 4 | 6 | 0 | 2 | 7 | 6 | 0.0
CNC(=O)NC(=O)COC(=O)CCCSc1nc2ccccc2s1 | 18 | 1.0 | 3 | 0 | 2 | -3 | 4 | 8 | 0.0
CCCc1nn2c(=O)cc(CSCC(=O)Nc3nnc(CC)s3)nc2s1 | 17 | -2.2 | 6 | 1 | 1 | 0 | -3 | 5 | -0.3
COc1ccc(C2CC(c3cccs3)=NN2c2ccc(F)cc2)cc1OC (stereo unspecified) | -1 | 2.1 | -2 | -9 | 1 | -2 | 3 | 4 | 0.0
O=C(NCCN1CCN(C(=O)c2cccs2)CC1)c1cccs1 | 11 | 0.7 | 7 | 1 | 0 | -3 | 3 | -1 | -0.1

Single values from above:
CC(=O)C(Cc1ccccc1)NC(=O)CN1CCN(Cc2ccccc2)CC1 (stereo unspecified) @ PME-1 inh = -1
COc1ccc(CNc2ccc(C(=O)O)cc2)cc1 @ GLD-1 RNA inh = -9

(further entries)
SMILES | VLA-4 inh | MEX-5 binding | GLD-1 RNA inh | MCL1 BIM primary | GRK2 aptamer HTS | Fam108B counter | Bcl-xL primary | PME-1 inh | Efflux pump mplx
COc1ccc(/C=N/n2c(C)nc3c([nH]c4ccccc43)c2=O)cc1CN1CCCC(C)(C)C1 | 0 | 1.7 | -8 | 3 | 0 | -9 | -2 | -10 | 0.4
O=c1c2ccccc2ccc2ccc(P(=O)(O)O)cc12 | 14 | · | -4 | 2 | 8 | · | 4 | -3 | -0.2
COc1ccc2[nH]c(=O)c(CN(C(=O)C(C)C)c3ccccc3OC)cc2c1 | 14 | 0.7 | -2 | 11 | · | 5 | 6 | -4 | 0.0
CC(C)(C)C1CCCCC1NC(=O)c1ccncc1 (stereo unspecified) | -1 | -0.4 | · | · | 1 | · | · | · | -0.1
NC(=O)CSc1nnc(C2CC2)n1-c1ccccc1 | 10 | -0.5 | 4 | 6 | 0 | 3 | 7 | 0 | 0.1
CN(C)S(=O)(=O)N1CCN(C(=O)N2CCCCC2)CC1 | 5 | -7.1 | 3 | -3 | 1 | -6 | 3 | 6 | 0.2
CC1CCCC(C)N1C(=O)COC(=O)CN1C(=O)c2ccccc2C1=O (stereo unspecified) | 18 | · | 7 | · | 11 | · | · | · | 0.3
O=C(O)CC(Cc1ccccc1)C(=O)NCC12CC3CC(CC(C3)C1)C2 (stereo unspecified) | 12 | -0.9 | 3 | -8 | 4 | 0 | 7 | -4 | -0.3
Cc1cc(NC(=O)CCC(=O)N(c2ccccc2)C(C(=O)NC(C)(C)C)c2ccccc2Cl)no1 (stereo unspecified) | -4 | -0.2 | 8 | -3 | 0 | -1 | -2 | 5 | 0.0
O=C(Cc1ccccc1)N[C@H](c1ccccc1)P(=O)(O)CO | -3 | -0.7 | -15 | 5 | 0 | 9 | 2 | -2 | -0.1
Cc1ccc(CNc2nc(N)c([N+](=O)[O-])c(NCc3ccccc3)n2)cc1 | -11 | 2.0 | 8 | 9 | 0 | -3 | 4 | -6 | 0.0
CC(C)(C)c1cc(C(=O)N/N=C/c2ccccn2)n[nH]1 | 13 | 5.4 | 5 | 4 | 1 | -3 | 3 | 1 | 0.1
O=C(/C=C/c1ccc([N+](=O)[O-])cc1)NCCOc1ccc(F)cc1 | 8 | 1.5 | 0 | 4 | 0 | 1 | 5 | 9 | 0.2
CCOC(=O)C1Cc2c([nH]c3ccccc23)CN1 (stereo unspecified) | -2 | 1.2 | 11 | 6 | 0 | 2 | 6 | 4 | -0.1
Cc1cc(C(=O)N/N=C2\CCCC(=O)C2)c2ccccc2n1 | -3 | -4.7 | 74* | 19 | 0 | -4 | 26 | -8 | 0.0
Cc1ccc(Nc2nc(-c3ccncc3)nc3ccccc23)cc1 | -2 | 2.4 | -1 | 2 | 3 | -31 | -2 | -4 | 0.4
CC(C)CCNC(=O)c1c(CSc2ccc(Cl)cc2)noc1C(=O)NCc1ccccc1 | 14 | 4.7 | -5 | 10 | 2 | -7 | 3 | -9 | 0.2
COc1ccc(CNC(=O)c2ccc(CS(=O)Cc3cccc(Cl)c3)o2)cc1 (stereo unspecified) | 6 | -2.3 | 6 | 7 | 2 | -1 | 1 | 0 | 0.1
CC(=O)Nc1ccc(OCCOc2ccc(/C=C3/C(=N)N4C=CSC4=NC3=O)cc2)cc1 | -3 | -0.6 | -1 | -3 | 0 | 4 | 1 | 0 | 0.0
O=C(NN1CCOCC1)c1ccc(Br)s1 | 10 | 1.4 | 1 | -1 | 69* | 2 | 4 | -5 | 0.1
CCCN(CC(=O)Nc1ccccc1C)C(=O)c1ccc(N2CCCC2=O)cc1 | 3 | · | 1 | 0 | 0 | · | 3 | -3 | 0.1
CCCN(CCC)S(=O)(=O)c1ccc2c(c1)CCCN2C(C)=O | 2 | -1.0 | -1 | 2 | 4 | 1 | -2 | -2 | 0.0
O=C(NC(=S)Nc1ncc(Br)cc1Br)c1cncc(Br)c1 | -3 | -2.2 | 6 | 16 | 0 | -1 | 13 | 0 | 0.0
Cc1nc2sc(C(c3ccc(Cl)cc3)N3CCOCC3)c(O)n2n1 (stereo unspecified) | -28 | 2.2 | -5 | -3 | 5 | -2 | 3 | 3 | 0.0

Compound activity as filed in PubChem BioAssay.

Only part of the results is shown. The share of hits here may be higher or lower than overall.
